# Screening data: PubChem BioAssay, National Center for Advancing Translational Sciences (NCATS)
# APE1 inh – inhibitors of human APE1 endonuclease; P27695; AID 2517; recombinant APE1, TAMRA/BHQ-2 abasic DNA cleavage fluorescence; Potency, µM (doses to about 65.8 µM), for inactives: at the top dose activity change, negative = inhibition, usual class: inhibitors; actives 0.35% (n = 350,000);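 also: potency is read from the fitted curve at half-maximal effect; plate controls were vehicle for no effect and reference inhibitor for full effect; nearly all actives have a fitted effect of over 55% in size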
#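 Activity was derived from the fluorescence gain between first and third kinetic reads (60 s intervals, ex 525/em 598 nm) after 50 nM THF-abasic TAMRA/BHQ-2 duplex was added to 0.75 nM APE1 preincubated 15 min with compound.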
# LDHA inh – blocks human lactate dehydrogenase A; P00338; purified LDHA, NADH/diaphorase-resazurin fluorescence; hits give low values; activity change, % (values are at about 110 or 230 µM); actives 0.15% (n = 480,000); in the data active = activity change below about -30%; inconclusive = mostly about -25% to -30%;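 also: plate controls were DMSO wells for no effect and wells without enzyme for full effect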
#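 Resorufin fluorescence (ex540/em590), read at 0 and 20 min after diaphorase/resazurin addition, reports the NADH left after a 5 min room-temperature reaction of 2 nM human LDH5 with 0.06 mM NADH and 0.2 mM pyruvate.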
# ALOX12 inh – blocks human arachidonate 12S-lipoxygenase; P18054; purified 12hLO, xylenol orange hydroperoxide absorbance; Potency, µM (titrated, usually from 108 µM), for the others: top-dose activity change, negative = inhibition, most hits filed as inhibitors; actives 1.1% (n = 580,000); also: potency is read from the fitted curve at half-maximal effect
#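 Purified human 12hLO at 150 nM in 25 mM Hepes, 0.01% Triton X-100, pH 7.0, preincubated 15 min at room temperature with compound. Reaction started with 40 uM arachidonic acid, 30 min at room temperature. Hydroperoxide measured by Fe-xylenol orange, 573/405 nm absorbance ratio.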
# POLK inh – DNA polymerase kappa (human) inhibition; purified Pol kappa, fluorescent DNA synthesis assay, 10 min; Potency, µM (titrated, usually from 107 µM), inactives show at the top dose activity, negative = inhibition, actives largely listed as inhibitors; actives 0.53% (n = 400,000); AID 588579; also: potency is read from the fitted curve at half-maximal effect
# Target sequence (Q9UBT6 whole entry, looked up): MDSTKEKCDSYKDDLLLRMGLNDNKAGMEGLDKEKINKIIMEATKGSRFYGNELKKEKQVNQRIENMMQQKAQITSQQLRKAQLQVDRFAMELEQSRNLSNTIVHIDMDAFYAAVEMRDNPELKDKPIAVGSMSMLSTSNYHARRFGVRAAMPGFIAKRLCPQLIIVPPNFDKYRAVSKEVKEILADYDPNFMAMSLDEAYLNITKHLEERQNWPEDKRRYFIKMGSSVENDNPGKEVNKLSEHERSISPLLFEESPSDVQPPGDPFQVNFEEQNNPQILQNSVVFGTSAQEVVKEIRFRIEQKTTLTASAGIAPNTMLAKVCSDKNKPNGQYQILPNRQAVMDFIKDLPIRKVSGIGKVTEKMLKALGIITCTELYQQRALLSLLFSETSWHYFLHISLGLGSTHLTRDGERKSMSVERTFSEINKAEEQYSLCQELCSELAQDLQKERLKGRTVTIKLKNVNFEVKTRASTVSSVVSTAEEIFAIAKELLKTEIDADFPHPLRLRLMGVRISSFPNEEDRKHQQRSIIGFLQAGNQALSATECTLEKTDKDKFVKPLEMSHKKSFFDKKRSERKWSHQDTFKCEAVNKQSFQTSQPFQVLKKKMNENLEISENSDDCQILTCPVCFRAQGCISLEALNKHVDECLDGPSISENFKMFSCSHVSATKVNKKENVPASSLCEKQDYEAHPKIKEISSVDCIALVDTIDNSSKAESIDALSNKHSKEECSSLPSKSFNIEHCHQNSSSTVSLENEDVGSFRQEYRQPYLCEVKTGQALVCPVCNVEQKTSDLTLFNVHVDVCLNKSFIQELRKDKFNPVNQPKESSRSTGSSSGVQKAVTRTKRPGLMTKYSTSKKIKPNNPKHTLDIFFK
#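 10 nM Pol kappa was preincubated with compounds for 15 min at room temperature. Reaction started with 50 nM (final) substrate. Fluorescence read kinetically at 0 and 10 min.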
# Numbers without * were called inactive; ? = inconclusive; nt = no result given; [ ] = another dose, or the depositor's remark. Unless noted, calls follow the shape of the dose curve; as a rule, active = well fitted curve in the direction sought with a large enough effect; inconclusive = small, poorly fitted or top-dose-only effect, or another doubt; inactive = no such curve, though single readings can be large; an effect the other way counts as inactive or inconclusive. Unless noted, % is scaled to controls: 0 for no effect and ±100 for the full control effect. Some of the compounds tested. The share of hits here may be higher or lower than overall.
# The first 4 compounds, to show the layout:
nr | Structure | ALOX12 inh | LDHA inh | APE1 inh | POLK inh
1 | COc1ccc2nc3n(c(=O)c2c1)-c1cc(Cl)ccc1C(=O)NC3Cc1ccccc1 (configuration not stated) | -30% | nt | 8% | nt
2 | CC1=CC(=O)C2=C(C)C[C@@H]3OC(=O)[C@@H](C)[C@H]3C=C12 | 12% | nt | -1% | nt
3 | Cc1csc(-c2coc3cc(O[C@@H]4O[C@H](CO)[C@@H](O)[C@@H](O)[C@H]4O)ccc3c2=O)n1 | 13% | nt | -2% | nt
4 | CNCCCCc1cnc(C)c2[nH]c3ccccc3c12 | -3% | nt | ? | nt

# Results, previewed entries included:
nr | Structure | ALOX12 inh | LDHA inh | APE1 inh | POLK inh
1 | COc1ccc2nc3n(c(=O)c2c1)-c1cc(Cl)ccc1C(=O)NC3Cc1ccccc1 (configuration not stated) | -30% | nt | 8% | nt
2 | CC1=CC(=O)C2=C(C)C[C@@H]3OC(=O)[C@@H](C)[C@H]3C=C12 | 12% | nt | -1% | nt
3 | Cc1csc(-c2coc3cc(O[C@@H]4O[C@H](CO)[C@@H](O)[C@@H](O)[C@H]4O)ccc3c2=O)n1 | 13% | nt | -2% | nt
4 | CNCCCCc1cnc(C)c2[nH]c3ccccc3c12 | -3% | nt | ? | nt
5 | COc1cc2c(cc1OC)[C@H](C)N(CC1C(=O)O[C@@H]3C[C@@]4(C)CCC[C@H](C)[C@@]45OC5[C@H]13)CC2 (some centres not stated) | 6% | nt | -1% | nt
6 | CCCCC[C@H](O)/C=C/C=C/C/C=C\CCCC(=O)O | 11%[2.23 µM] | nt | 3% | nt
7 | N=C1N=C(N)c2cc3ccccc3cc21 | 4%[57.4 µM] | nt | -1% | nt
8 | O=C(NCc1ccc(F)cc1)c1cccc2c1C(=O)c1ccc(Cl)cc1S2(=O)=O | -15% | nt | 18% | nt
9 | Cc1ccc2nc3n(c(=O)c2c1)-c1cc(Cl)ccc1C(=O)NC3Cc1ccccc1 (configuration not stated) | ? | nt | 6% | nt
10 | C=C(C)C(=O)OC[C@@H]1CCC[N@+]2(C)CCCCC12 (some centres not stated) | 4% | nt | 6% | nt
11 | CC(C)CC1NC(=O)c2ccc(Cl)cc2-n2c1nc1ccc(Cl)cc1c2=O (configuration not stated) | 0% | nt | 12% | nt
12 | O=C1NC(Cc2ccc(O)cc2)c2nc3ccc(Cl)cc3c(=O)n2-c2ccc(Cl)cc21 (configuration not stated) | ? | nt | -3% | nt
13 | C/C=C/c1ccc2oc(-c3ccc(O)cc3)c(C)c2c1 | ? | nt | 1% | nt
14 | O=C(CO)[C@@H](O)[C@H](O)[C@@H](O)CO | -12%[22.9 µM] | nt | -6% | nt
15 | CCCCC[C@H](O)/C=C/C=C\C/C=C\C=C\[C@@H](O)CCCC(=O)O | 11%[2.23 µM] | nt | 0% | nt
16 | Cc1cc(C)c2c(/C=C/c3ccc(N(C)C)cc3)ccnc2c1 | nt | 3 | nt | 2%
17 | CN(C)c1ccc(/C=C/c2ccnc3ccc([N+](=O)[O-])cc23)cc1 | nt | 5 | nt | 7%
18 | CCNc1nc(N2CCCN(C)CC2)nc2cc(OC)c(OC)cc12 | nt | 14 | nt | -1%
19 | Cc1cccc(-c2nnc(SC(C)C(=O)Nc3ccccc3)n2C)c1 (configuration not stated) | nt | 0 | nt | -10%
20 | O=C(Cc1ccc(OCCC2CCCCC2)cc1)NO | nt | -1 | nt | -14%
21 | O=[N+]([O-])c1ccc(/C=C/c2cc(Cl)nc3ccccc23)cc1 | nt | 2 | nt | 0%
22 | CN(C)c1cc(N2CCOCC2)nc(C#N)n1 | nt | -1 | nt | -6%
23 | O=C(Nc1ccc2ccccc2c1)c1nc(S(=O)(=O)Cc2ccccc2F)ncc1Cl | nt | 2 | nt | -17%
24 | Clc1ccc2c(Cl)cc[n+](CCC3CCCCC3)c2c1 | nt | -36* | nt | -14%
25 | CC1(C)Cc2ccccc2-c2c[nH]c(=O)n21 | nt | -15 | nt | -21%
26 | CN(C)c1ccc(/C=C/c2ccnc3c([N+](=O)[O-])cccc23)cc1 | nt | 2 | nt | -34%
27 | COc1cc(/C=C/c2nc3ccccc3nc2/C=C/c2cc(OC)c(OC)c(OC)c2)cc(OC)c1OC | nt | 12 | nt | -19%
28 | COc1ccc(OC)c(NS(=O)(=O)c2ccccc2)c1 | nt | 10 | nt | -28%
29 | CN(C)c1ccc(/C=C2\C=Cc3ccccc32)cc1 | nt | 4 | nt | -46%
30 | OC(CBr)C[n+]1cc(Br)cc2ccccc21 (configuration not stated) | nt | -1 | nt | -20%
31 | COc1cc(S(=O)(=O)O)c(C)cc1N=Nc1c(O)ccc2cc(S(=O)(=O)O)ccc12 | nt | 11 | nt | 79µM*
32 | C[N+]1(CC(=O)c2ccc(O)c(O)c2)CCOCC1 | nt | 5 | nt | -19%
33 | O=C(Cc1ccc(OCc2ccccc2)cc1)NO | nt | -3 | nt | -8%
34 | S=Cc1nc2ccccc2[nH]1 | nt | 2 | nt | 7%
35 | COc1cc2c(NC3CCN(C)CC3)nc(N3CCCN(C)CC3)nc2cc1OCCCCN(C)C | nt | 5 | nt | 0%
36 | COc1cc2c(NC3CCN(C(C)C)CC3)nc(N3CCCN(C)CC3)nc2cc1OCCCN1CCCC1 | nt | 4 | nt | -34%
37 | Cc1cc(=O)[nH]c2nc(N)ccc12 | nt | -1 | nt | -4%
38 | Cc1ccc(NC(=O)COC(=O)c2ccccc2OCC(=O)Nc2ccc(Br)cc2)c(C)c1 | nt | -3 | nt | -11%
39 | C/C(=C1/C=Nc2ccccc21)c1ccc(N(C)C)cc1 | nt | -1 | nt | -8%
40 | c1coc(CNc2nc(NCc3ccco3)c3ccccc3n2)c1 | nt | -9 | nt | -7%
41 | O=C(Nc1ccc(OC(F)F)cc1)c1nc(SCc2ccccc2F)ncc1Cl | nt | -2 | nt | -6%
42 | CN(C)c1ccc(C2C=Cc3ccccc32)c2ccccc12 (configuration not stated) | nt | 0 | nt | 9%
43 | Cc1ccc2oc(-c3ccc(C)c(NC(=O)COc4ccccc4C)c3)nc2c1 | nt | -2 | nt | 7%
44 | O=C(C[n+]1cccc(Br)c1)c1ccc(O)c(O)c1 | nt | 8 | nt | -32%
45 | C=C1C=C(C(F)F)n2ncc(C(=O)N3CCc4ccccc4C3)c2N1 | nt | 0 | nt | 2%
46 | O=C(OCc1ccccc1)N1CCN(/[N+]([O-])=N/Oc2ccc([N+](=O)[O-])cc2[N+](=O)[O-])CC1 | nt | 9 | nt | -2%
47 | CCOc1ccccc1NC(=O)c1nc(SCc2ccccc2F)ncc1Cl | nt | -7 | nt | 10%
48 | COc1cc2nc(N3CCOCC3)nc(NC3CC3)c2cc1OC | nt | 18 | nt | -5%
49 | C=C1C=C(C(F)(F)F)n2ncc(C(=O)NCc3ccc(F)cc3)c2N1 | nt | -5 | nt | -17%
50 | C[n+]1c(/C=C/c2ccc(F)cc2)ccc2ccccc21 | nt | -22 | nt | -27%
51 | CCN(CC)CCN(CC)c1ccc(/C=C/c2ccnc3ccccc23)cc1 | nt | 5 | nt | -7%
52 | C(=Nc1cnc2ccccc2c1)c1ccnc2ccccc12 | nt | 4 | nt | -3%
53 | C=C1NN(Cc2ccccc2)C(=O)N1c1ccc(OCc2ccccc2)cc1 | nt | 4 | nt | 1%
54 | CN(C)c1ccc(/C=C/c2ccnc3ccc(-c4ccccc4)cc23)cc1 | nt | 2 | nt | -1%
55 | O=C(COc1ccccc1C(=O)Nc1ccccc1)NCCCCc1ccccc1 | nt | 5 | nt | -2%
56 | O=C(Cc1ccc(OCCCCc2ccccc2)cc1)NO | nt | -5 | nt | -25%

# The list goes on.
nr | Structure | ALOX12 inh | LDHA inh | APE1 inh | POLK inh
57 | O=C(COC(=O)c1ccccc1OCc1cccc(Br)c1)Nc1ccc(Br)cc1 | nt | -3 | nt | -1%
58 | Nc1nc2ncn(COCCO)c2c(=O)[nH]1 | nt | -2 | nt | 3%
59 | CC(=O)Nc1ccc(/C=C/c2ccnc3ccccc23)cc1[N+](=O)[O-] | nt | -10 | nt | -13%
60 | CNCC(=O)c1c[nH]c2ccccc12 | nt | -2 | nt | -2%
61 | O=[N+]([O-])c1ccc(/C=C/c2ccnc3ccccc23)cc1 | nt | 7 | nt | -5%
62 | N#Cc1ccc(NC(=O)COc2ccccc2C(=O)Nc2ccccc2)cc1 | nt | -3 | nt | -21%
63 | CCn1c(SC(C)C(=O)Nc2ccc(C)cc2)nnc1-c1ccccc1 (configuration not stated) | nt | 3 | nt | 10%
64 | Nc1ccc(/C=C/c2ccnc3ccccc23)cc1[N+](=O)[O-] | nt | 1 | nt | 2%
65 | COc1cc2c(NC3CCN(C)CC3)nc(N3CCN(C)CC3)nc2cc1OCCOCCN(C)C | nt | 9 | nt | -2%
66 | C=C(c1nc2ccccc2s1)C1Cc2cccc3c2N(CCC3)C1 (configuration not stated) | nt | 2 | nt | ?
67 | CCOc1ccc(NC(=O)c2nc(S(=O)(=O)Cc3ccc(F)cc3)ncc2Cl)cc1 | nt | -3 | nt | -5%
68 | C=C1C=C(C(F)F)n2ncc(C(=O)NC(C)CC)c2N1 (configuration not stated) | nt | 0 | nt | 10%
69 | Nc1ccc(/C=C/c2ccnc3ccccc23)c([N+](=O)[O-])c1 | nt | -6 | nt | -6%
70 | CCNC(=O)c1c(NC(=O)c2nc(SCC)ncc2Cl)sc2c1CCCC2 | nt | 0 | nt | -17%
71 | CC[n+]1ccnc2ccccc21 | nt | 7 | nt | -24%
72 | COc1cc2nc(N3CCCN(C)CC3)nc(NC3CCCCC3)c2cc1OC | nt | 7 | nt | -2%
73 | C[n+]1ccc(CO)cc1 | nt | -18 | nt | -1%
74 | O=C(Cc1ccc(OCCc2ccccc2)cc1)NO | nt | 4 | nt | -3%
75 | C1=Cc2ccccc2/C1=C\c1cc2c3c(c1)CCCN3CCC2 | nt | 3 | nt | -8%
76 | O=C(Nc1ccc(Cl)cc1)c1cnn2c1NC(=C1CC1)C=C2C(F)F | nt | -1 | nt | 0%
77 | CC(C)CNc1ncnc2nc[nH]c12 | nt | -9 | nt | -2%
78 | CCN(CC)CCCC(C)Nc1cc(/C=C/c2ccccc2Cl)nc2cc(Cl)ccc12 (configuration not stated) | nt | -5 | nt | 2%[19.4 µM]
79 | COc1ccc(/C=C/c2ccnc3ccccc23)cc1OC | nt | 1 | nt | -24%
80 | COc1ccccc1NC(=O)c1nc(SCc2ccccc2F)ncc1Cl | nt | 0 | nt | -19%

# Entries of single compounds as entered above:
# CC(C)CNc1ncnc2nc[nH]c12 across the screens: ALOX12 inh: nt; LDHA inh: -9; APE1 inh: nt; POLK inh: -2%
# COc1ccccc1NC(=O)c1nc(SCc2ccccc2F)ncc1Cl across the screens: ALOX12 inh: nt; LDHA inh: 0; APE1 inh: nt; POLK inh: -19%

# Further entries:
nr | Structure | ALOX12 inh | LDHA inh | APE1 inh | POLK inh
81 | CCCCCCCCCC[n+]1cc(Br)cc(Br)c1 | nt | -22 | nt | -6%
82 | C1=Cc2ccccc2/C1=C\c1cc[cH-]c1.[Fe+2].c1cc[cH-]c1 | nt | 4 | nt | 1.1µM*
83 | COc1cccc(/C=C/c2nccc3ccccc23)c1OC | nt | 2 | nt | 3%
84 | COc1ccc(C(=O)CCN(C)C)c2ccccc12 | nt | -3 | nt | -3%
85 | CN(C)c1ccc(N=Nc2ccccc2C(=O)O)cc1 | nt | 5 | nt | -19%
86 | Cc1cccc(-n2c(C)nnc2SCC(=O)NC(C)c2ccco2)c1 (configuration not stated) | nt | -7 | nt | -11%
87 | C(=Nc1ccc(/C=C/c2ccnc3ccccc23)cc1)c1ccc2c(c1)OCO2 | nt | -10 | nt | -72%
88 | FC(F)(F)C(F)(F)C(F)(F)c1nc2ccccc2[nH]1 | nt | 6 | nt | 3%
89 | CN(C)c1ccc(/C=C/c2ccnc3ccccc23)cc1N | nt | 10 | nt | -16%
90 | COc1cc2c(NC3CCN(C)CC3)nc(N3CCCN(C)CC3)nc2cc1OCCCN1CCCCC1 | nt | 5 | nt | -27%
91 | CC(CCC(C)[n+]1cccc(C#N)c1)[n+]1cccc(C#N)c1 (configuration not stated) | nt | -21 | nt | -19%
92 | CC(=O)Nc1cc([N+](=O)[O-])cc(NC(C)=O)c1NC(C)=O | nt | 6 | nt | -19%
93 | COc1cc(N(C)C)c(OC)cc1/C=C1\Cc2ccccc2C1=O | nt | 6 | nt | -9%
